Assay outcomes as filed in PubChem.
ERAP1 HTS inh = inhibitors of human ERAP1 aminopeptidase. Q9NZ08. recombinant ERAP1, Leu-AMC fluorescence, 60 min. inhibition, % at 10.7 µM. 340,000 tested, 0.15% active;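 active = mean replicate inhibition of at least 30%, or all replicates individually reaching that 30% level; inactive = mean below 30% and not every replicate reaching it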;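 note: 0% = neutral control wells and 100% = L-leucinethiol positive control wells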
Target sequence (Q9NZ08 whole entry, looked up): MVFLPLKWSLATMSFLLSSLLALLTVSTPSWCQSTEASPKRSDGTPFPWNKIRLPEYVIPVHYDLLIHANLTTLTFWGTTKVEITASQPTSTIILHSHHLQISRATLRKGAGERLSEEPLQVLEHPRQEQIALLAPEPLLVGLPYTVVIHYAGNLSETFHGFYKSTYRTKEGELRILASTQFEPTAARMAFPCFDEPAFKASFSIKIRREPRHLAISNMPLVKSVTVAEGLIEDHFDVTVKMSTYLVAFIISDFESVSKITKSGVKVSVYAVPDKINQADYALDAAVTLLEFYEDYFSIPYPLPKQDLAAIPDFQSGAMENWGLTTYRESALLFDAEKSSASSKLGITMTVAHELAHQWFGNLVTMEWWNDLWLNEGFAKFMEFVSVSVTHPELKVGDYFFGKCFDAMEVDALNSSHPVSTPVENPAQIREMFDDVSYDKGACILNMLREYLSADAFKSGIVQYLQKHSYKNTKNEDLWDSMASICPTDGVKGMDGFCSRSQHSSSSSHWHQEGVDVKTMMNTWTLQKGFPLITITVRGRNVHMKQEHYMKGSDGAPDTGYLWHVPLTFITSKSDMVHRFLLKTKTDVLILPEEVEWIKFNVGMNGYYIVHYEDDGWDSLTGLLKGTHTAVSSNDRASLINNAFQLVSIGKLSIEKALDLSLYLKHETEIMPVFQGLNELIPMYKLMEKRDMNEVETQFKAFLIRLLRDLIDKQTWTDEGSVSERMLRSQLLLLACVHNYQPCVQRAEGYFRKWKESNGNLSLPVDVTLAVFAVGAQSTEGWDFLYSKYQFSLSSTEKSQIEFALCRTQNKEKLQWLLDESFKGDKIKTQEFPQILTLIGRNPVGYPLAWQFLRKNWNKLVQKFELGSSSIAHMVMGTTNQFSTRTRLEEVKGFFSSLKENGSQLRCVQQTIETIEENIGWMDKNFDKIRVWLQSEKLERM
PGC1a acetyl inh = PGC1a acetylation modulation, inhibitor mode; U2OS PGC1a acetylation, AlphaScreen anti-acetyl-lysine; with virally co-expressed GCN5 acetyltransferase; inhibition, % at 15.6 µM; 350,000 tested, 0.17% active; AID 651687;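 active = every replicate shows inhibition of at least 40%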;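 note: 0% = neutral control wells and 100% = positive control wells; some results beyond the cut were filed as inactive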
SIRT5 block = sirtuin-5 (human) deacylase inhibition | Q9NXA8 | Purified SirT5, succinyl-peptide AMC, trypsin-coupled fluorescence | inhibition, % at 15 µM | 330,000 tested, 1.1% active | AID 652115; in the data active = inhibition above about 15%
S100A4 inh HTS = S100A4-myosin IIA interaction inhibition | AID 652163 | S100A4/TAMRA-MyoIIA peptide fluorescence polarization | 360,000 tested, 0.14% active | inhibition, % at 10.7 µM;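 active = mean inhibition of at least 70% across replicates, with every replicate also reaching that level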
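Material: S100A4 monomer protein | Medium: HEPES pH 7.2 with CaCl2, KCl, NaCl, DTT, Triton | Reagent: Labelled myosin peptide probe, 5 nM | Doses: One dose per compound | Times: 5 min incubation before reading | Benchmarks: Neutral control DMSO, positive control TFP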
Statin myotox sup = suppressors of simvastatin-induced myotoxicity in C2C12 myotubes; AID 602340; rescue of ATP level, % at 7.49 µM; ATP luminescence, 48 h; scaled: DMSO 0, geranylgeraniol control 100; 330,000 tested, 0.78% active;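 active = mean ATP rescue above about 67%, or every replicate alone reaching that limit, limit read from the data, passing the limit was not always enough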;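 note: myotubes were challenged with 10 µM simvastatin during compound exposure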
Cneo AK release = Cryptococcus neoformans lysis via adenylate kinase release | C. neoformans lysis, adenylate kinase release luminescence, 4 h; normalised: neutral wells 0, clomiphene wells 100 | lysis activity, % at 15 µM | 360,000 tested, 0.2% active;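 active = mean lysis activity across replicates of at least 80%, whatever share of replicates individually reach that level; inactive = mean lysis activity below 80%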
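Assay system: log-phase C. neoformans yeast / Quantity: yeast cell density of 5 × 10^6 cells/mL / Medium: fresh YPD growth medium / Compound: single dose / Timing: static 4 h at 37 °C with compound, 1 h detection / Measured by: adenylate kinase release luminescence / Read-out: lysis from increased AK signal / Benchmarks: Clomiphene as positive lysis control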
LGR2 inh = blocks bursicon-induced cAMP signaling via Drosophila LGR2 | AID 720647 | inhibition, % at 9.99 µM | 380,000 tested, 0.35% active | HEK293 LGR2, CRE-luciferase, bursicon-stimulated, 4 h;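 active = drop in luminescence signal, shown as inhibition above about 50% in the replicate tests, limit read from the data, passing the limit was not always enough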;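 note: agonist challenge used bursicon conditioned medium at about half maximal strength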
Xi reactivation = reactivates the inactive X chromosome in mouse fibroblasts; XiGFP mouse fibroblasts, % GFP-positive cells imaging, 3 d; cells co-treated with 5-aza-dC sensitizer; scaled so ellipticine positive control = 100%; 360,000 tested, 0.055% active; activation, % at 7.58 µM; AID 743238;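 active = mean normalized replicate activation at least 10% and every replicate at or above 10%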;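 note: 0% = median of on-plate neutral control wells and 100% = ellipticine 6 µM median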
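Assay system – SV40-immortalized XiGFP fibroblast cells, line 68-5-11 · Buffer or medium – DMEM supplemented with 5-aza-dC as sensitizing agent · Dosing – one concentration, pinned · Benchmarks – positive control ellipticine, 6 µM final · Times – 3 days compound exposure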
* marks the source's active call; other numbers are inactive results; · = not tested or not shown. Some of the compounds tested, so the mix of outcomes need not match the whole.

structure	ERAP1 HTS inh	PGC1a acetyl inh	SIRT5 block	S100A4 inh HTS	Statin myotox sup	Cneo AK release	LGR2 inh	Xi reactivation
COc1ccc(S(=O)(=O)N(CC(=O)N2CCOCC2)c2cc(Cl)ccc2OC)cc1OC	-3	-9	-5	2	5	0	3	·
COc1cc(-c2nc3ccccn3c2/N=C/c2cccc(OC)c2O)ccc1O	3	·	-3	22	·	·	0	0.0
O=C(C[C@@H]1CC[C@@H](NC(=O)Cc2ccccn2)[C@@H](CO)O1)NCCc1ccncc1	2	18	-1	-19	-6	-29	-6	0.2
O=C(NCc1ccccc1F)C(c1ccccc1)c1ccccc1	0	·	-3	-3	-1	-2	-21	0.0
CCC(=O)N1C[C@H]2[C@@H](c3ccccc31)[C@@H](CO)N2C(=O)Nc1ccccc1F	-2	-2	-1	3	-6	0	18	0.0
C/C=C(/C)C(=O)Nc1cccc(C2=NOC3(C2)C[C@@H](C(N)=O)N(C(=O)c2ccc(OC)cc2)C3)c1 (stereo partly drawn)	4	-4	-4	1	-12	-1	-9	0.7
Cc1cccc(C)c1NC(=O)CCCN1C(=O)C(c2ccccc2)Oc2cccnc21 (stereo not drawn)	2	13	-2	-4	12	-3	-15	0.0
COc1ccc(OC)c(NC(=O)CSc2nnc3ccc(-c4ccccn4)nn23)c1	2	·	-1	-32	4	2	-4	-0.1
CCOC(=O)C(C(=O)OCC)c1c([N+](=O)[O-])c(=O)n2c3c(cccc13)CCC2	3	0	-4	-5	4	-1	-1	0.0
COc1ccc(C)cc1N(CC(=O)N1CCOCC1)S(C)(=O)=O	-2	·	-6	1	-6	0	9	0.0
CCCCCC(NC(=O)C1CCN(C(=O)[C@@H](NS(=O)(=O)c2ccc(C)cc2)C(C)C)CC1)C(=O)O (stereo partly drawn)	20	9	·	-2	15	3	-4	·
O=C(NCCN1CCN(Cc2ccccc2)CC1)c1cc2c(=O)[nH]c3ccccc3c2s1	0	-12	·	-9	-31	-1	-3	·
ClCc1ncc(-c2ccc(Cl)cc2)o1	-2	-10	1	-8	10	·	6	0.1
COC(=O)C[C@H]1C[C@@H]2c3cc(NC(=O)Nc4ccccc4F)ccc3O[C@@H]2[C@@H](CO)O1	5	-5	4	-3	-10	0	-15	0.1
COc1ccc(C(c2nnnn2CC2CCCO2)N2CCN(c3ccc(F)cc3)CC2)cc1 (stereo not drawn)	·	-4	·	·	9	1	8	·
CC(=O)c1cccc(N(C(=O)Cn2nnc3ccccc32)C(C(=O)NCc2ccccc2)c2ccccn2)c1 (stereo not drawn)	·	-87	·	·	·	2	-4	0.0
O=C1NCCCCC1NS(=O)(=O)c1ccccc1 (stereo not drawn)	-1	·	-6	-2	·	·	-11	0.0
C[C@H]1CN([C@@H](C)CO)C(=O)c2cc(NS(=O)(=O)c3ccc(Cl)cc3)ccc2O[C@H]1CN(C)Cc1ccncc1	-1	15	1	3	-18	-1	-3	0.0
CN1C[C@@H]2[C@H](c3ccccc31)[C@H](CO)N2C(=O)Nc1ccccc1Cl	2	2	2	-7	6	3	17	0.0
COc1ccc(S(=O)(=O)N(C)C[C@@H]2Oc3ccc(NC(=O)CCCN(C)C)cc3CC(=O)N([C@@H](C)CO)C[C@@H]2C)cc1	2	-3	-4	-8	-3	-6	3	0.5
CC(=O)c1ccc(NC(=O)C(C)Sc2n[nH]c(-c3cccnc3)n2)cc1 (stereo not drawn)	-1	·	-2	3	9	1	14	0.4
CCCNC(=O)N1CC(=O)N2[C@H](C1)[C@@H](c1ccc(-c3ccc(C)cc3)cc1)[C@@H]2CO	0	6	-52	31	·	·	-7	0.0
CN(CC(=O)Nc1ccc(F)c(F)c1F)C(=O)Cc1ccc(S(=O)(=O)N2CCOCC2)s1	3	0	-4	0	13	0	-2	0.0
CC(C)c1ccc(C2OCC(C)([N+](=O)[O-])CO2)cc1 (stereo not drawn)	2	·	-3	-3	-2	0	-31	-0.1
COc1ccccc1CNC(=O)CSc1nnc2ccc(-c3cccnc3)nn12	·	5	-2	1	3	-1	0	0.4
C[C@@H]1CN([C@H](C)CO)S(=O)(=O)c2ccc(C#Cc3ccncc3)cc2O[C@H]1CN(C)S(=O)(=O)c1ccc(F)cc1	2	13	2	17	-101	36	9	0.0
CC12CCCCC1=CC(=O)CC2 (stereo not drawn)	-1	·	-3	0	6	-1	10	-0.2
COc1ccc(/C=N/NC(=O)C2(O)c3ccccc3-c3ccccc32)cc1	·	-1	·	·	·	2	0	0.1
O=C(COC(=O)c1cc(=O)[nH]c2ccc(Br)cc12)c1ccccc1	2	-2	8	4	·	·	-3	0.0
CO[C@H]1CN(C)C(=O)c2cc(NC(=O)C3CC3)ccc2OC[C@H](C)N(CC2CCOCC2)C[C@@H]1C	2	4	-7	0	1	-18	1	-0.2
CCCC#Cc1cnc2c(c1)C(=O)N([C@@H](C)CO)C[C@H](C)[C@H](CN(C)C(=O)C1CCOCC1)O2	-1	0	-5	11	11	11	5	-0.2
Cc1ccc(NC(=O)Nc2cccnc2)cc1NC(=O)Nc1cccnc1	-2	·	-3	-2	-22	-4	27	0.1
O=C(COC(=O)C1CCC1)NCc1ccccc1	-2	·	-2	-1	-2	3	-20	-0.1
CCN(C[C@H]1N[C@@](CC)(C(=O)OC)[C@H]2C(=O)N(C)C(=O)[C@@H]12)C(=O)Nc1ccc(C(F)(F)F)cc1	-3	-7	-2	0	5	-2	·	-0.1
NS(=O)(=O)c1ccc(CCNC(=O)c2ccco2)cc1	-1	7	0	-32	·	·	-5	-0.1
CN(/C=C/c1c([N+](=O)[O-])c(=O)n(C)c(=O)n1C)c1ccccc1	-1	6	3	0	-2	-2	4	-0.1
Cc1nc2c(O)cccc2cc1CO	2	-3	-1	-5	-4	0	5	0.0
CCC1CCc2c(sc(N)c2C(N)=O)C1 (stereo not drawn)	2	2	0	2	7	-2	0	·
O=C(C1CCCC1)N1CC(=O)N2[C@H](CO)[C@H](c3ccc(C#CC4CCCC4)cc3)[C@H]2C1	-2	-2	1	11	·	·	-6	0.0
Cc1ccc(OCCC(=O)OCC(=O)NC2CCCC2)cc1	1	·	-9	3	-15	0	4	0.3
C[C@H](CO)N1C[C@H](C)[C@H](CN(C)CC2CC2)OCCCC[C@H](C)Oc2ccc(NS(=O)(=O)c3ccccc3)cc2C1=O	-1	0	0	8	·	21	-5	0.0
COc1ccccc1NS(=O)(=O)c1ccc(S(=O)(=O)N2CCOCC2)cc1	5	·	-1	-2	·	·	13	0.2
COc1ccc(S(=O)(=O)Nc2ccc3c(c2)C(=O)N([C@H](C)CO)C[C@@H](C)[C@H](CN(C)S(=O)(=O)c2ccc(F)cc2)OCCCC[C@H](C)O3)cc1	-1	-21	10	-9	159*	-1	5	-0.1
CCCCCN(C(=O)NC(=O)Nc1nncs1)S(C)(=O)=O	·	-9	·	·	-4	-1	-8	·
COc1ccc(C2/C(=C(/O)c3ccccc3)C(=O)C(=O)N2C)cc1OC (stereo not drawn)	2	·	11	2	23	0	-3	0.0
CCNC(=S)NNC(=O)c1cc(-c2cccnc2)nc2ccccc12	-14	2	8	-5	·	·	-18	0.2
Cc1cc(C)nc(N2CCN(c3ccc(F)cc3)CC2)n1	-5	·	1	1	-2	0	-4	-0.1
Cc1cccc(OCC(=O)Nc2ccc(NC(=O)c3ccco3)cc2)c1	-3	·	-5	-1	0	-2	6	0.0
Cc1ccc(NC(=O)CC(=O)Nc2ccc(C)c(C)c2)cc1C	3	·	1	-1	9	0	-29	-0.1
O=C(C[C@@H]1C[C@H]2c3cc(NC(=O)C4CCC4)ccc3O[C@H]2[C@@H](CO)O1)NCC1CC1	0	-11	0	-13	5	3	0	0.1
CCOC(=O)c1ccc(NC(=S)N2CCN(C(=O)C3CCCO3)CC2)cc1 (stereo not drawn)	-2	·	-1	-13	1	0	-6	-0.2
COc1cccc2cc(C(C)=O)c(=O)oc12	·	-2	·	·	19	0	-23	·

Entries shown so far with fluorine (9):
structure	ERAP1 HTS inh	PGC1a acetyl inh	SIRT5 block	S100A4 inh HTS	Statin myotox sup	Cneo AK release	LGR2 inh	Xi reactivation
O=C(NCc1ccccc1F)C(c1ccccc1)c1ccccc1	0	·	-3	-3	-1	-2	-21	0.0
CCC(=O)N1C[C@H]2[C@@H](c3ccccc31)[C@@H](CO)N2C(=O)Nc1ccccc1F	-2	-2	-1	3	-6	0	18	0.0
COC(=O)C[C@H]1C[C@@H]2c3cc(NC(=O)Nc4ccccc4F)ccc3O[C@@H]2[C@@H](CO)O1	5	-5	4	-3	-10	0	-15	0.1
COc1ccc(C(c2nnnn2CC2CCCO2)N2CCN(c3ccc(F)cc3)CC2)cc1 (stereo not drawn)	·	-4	·	·	9	1	8	·
CN(CC(=O)Nc1ccc(F)c(F)c1F)C(=O)Cc1ccc(S(=O)(=O)N2CCOCC2)s1	3	0	-4	0	13	0	-2	0.0
C[C@@H]1CN([C@H](C)CO)S(=O)(=O)c2ccc(C#Cc3ccncc3)cc2O[C@H]1CN(C)S(=O)(=O)c1ccc(F)cc1	2	13	2	17	-101	36	9	0.0
CCN(C[C@H]1N[C@@](CC)(C(=O)OC)[C@H]2C(=O)N(C)C(=O)[C@@H]12)C(=O)Nc1ccc(C(F)(F)F)cc1	-3	-7	-2	0	5	-2	·	-0.1
COc1ccc(S(=O)(=O)Nc2ccc3c(c2)C(=O)N([C@H](C)CO)C[C@@H](C)[C@H](CN(C)S(=O)(=O)c2ccc(F)cc2)OCCCC[C@H](C)O3)cc1	-1	-21	10	-9	159*	-1	5	-0.1
Cc1cc(C)nc(N2CCN(c3ccc(F)cc3)CC2)n1	-5	·	1	1	-2	0	-4	-0.1
